High-throughput results: PubChem BioAssay, National Center for Advancing Translational Sciences (NCATS)
BCR signal inh: qHTS Assay to Find Inhibitors of Chronic Active B-Cell Receptor Signaling | ABC-DLBCL IkBa-CBG/CBR reporter, luminescence ratio, 4 h | Potency, µM (highest dose often 46.1 µM), for the others: top-dose ratio change, negative = lower green/red ratio, most hits filed as inhibitors | 340,000 tested, 0.05% active | AID 493014, 2011; active = well fitted inhibition curve with a large enough effect in the signal ratio, with a control signal flat, not every such curve was filed as active; inconclusive = small, poorly fitted or top-dose-only effect, or effect the other way, or a change in a side signal; the % refers to the signal ratio;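 also: potency is read from the fitted curve at half-maximal effect; plate controls were basal doxycycline-induced cells for no effect and cells given 10 µM MG132 for full effect; MG132 reads +100%, hits lower the ratio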
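Doxycycline induced both beetle luciferases in TMD8 lymphoma cells; IKK-driven degradation limits the IkappaBalpha-fused green signal, while red luminescence normalises for cell number and nonspecific effects. Compounds tested up to 46 uM, 4 hrs.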
Mito fusion act: qHTS Assay for Small Molecule Inhibitors of Mitochondrial Division or Activators of Mitochondrial Fusion | S. cerevisiae fusion-defective mutant growth rescue, CellTiterGlo 48 h | Potency, µM (titrated, usually from 46.1 µM), for inactives: at the highest dose growth rescue (activation), most hits filed as activators | 320,000 tested, 0.23% active;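 also: potency is read from the fitted curve at half-maximal effect; % of control where 0% means no effect; nearly all actives have a fitted effect of over 45% in size; temperature-sensitive fusion mutants such as fzo1-1 at 37 °C on non-fermentable ethanol glycerol medium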
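Growth-rescue viability read-out: after 48 h at the non-permissive 37C in glycerol/ethanol YPEG, yeast mitochondrial fusion mutants are measured by CellTiterGlo luminescence; compounds (23 nl pinned per well) restoring growth score as division inhibitors or fusion activators.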
Eya2 inh: qHTS Assay for Inhibitors of the Phosphatase Activity of Eya2; Protein phosphatase EYA2 (Homo sapiens), O00167; recombinant Eya2, OMFP fluorescence dephosphorylation (OMFP is methylfluorescein phosphate); Potency, µM (highest dose often 76.9 µM), without a hit: top-dose activity, negative = inhibition, actives largely listed as inhibitors; 330,000 tested, 0.006% active; AID 488837, 2010; also: potency is read from the fitted curve at half-maximal effect; % is scaled to controls: 0 for no effect and ±100 for the full control effect
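Eya2 (0.2 uM) preincubated 10 min at ambient with compound, then OMFP substrate added at 50 uM; 10 min reaction in 50 mM HEPES pH 7.5, 50 mM NaCl, 5 uM MgCl2, 0.05% BSA, 1 mM DTT. Fluorescence read at Ex 485/Em 525 nm.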
ASM inhibitor: Inhibitors of Secretory Acid Sphingomyelinase (S-ASM): qHTS; placental ASM, HMU-PC fluorogenic substrate, 60 min; Potency, µM (doses to about 57.5 µM), inactives show at the highest dose activity change, negative = inhibition, actives largely listed as inhibitors; 340,000 tested, 0.006% active; also: potency is read from the fitted curve at half-maximal effect
Target sequence (P17405 47-631 limits assumed): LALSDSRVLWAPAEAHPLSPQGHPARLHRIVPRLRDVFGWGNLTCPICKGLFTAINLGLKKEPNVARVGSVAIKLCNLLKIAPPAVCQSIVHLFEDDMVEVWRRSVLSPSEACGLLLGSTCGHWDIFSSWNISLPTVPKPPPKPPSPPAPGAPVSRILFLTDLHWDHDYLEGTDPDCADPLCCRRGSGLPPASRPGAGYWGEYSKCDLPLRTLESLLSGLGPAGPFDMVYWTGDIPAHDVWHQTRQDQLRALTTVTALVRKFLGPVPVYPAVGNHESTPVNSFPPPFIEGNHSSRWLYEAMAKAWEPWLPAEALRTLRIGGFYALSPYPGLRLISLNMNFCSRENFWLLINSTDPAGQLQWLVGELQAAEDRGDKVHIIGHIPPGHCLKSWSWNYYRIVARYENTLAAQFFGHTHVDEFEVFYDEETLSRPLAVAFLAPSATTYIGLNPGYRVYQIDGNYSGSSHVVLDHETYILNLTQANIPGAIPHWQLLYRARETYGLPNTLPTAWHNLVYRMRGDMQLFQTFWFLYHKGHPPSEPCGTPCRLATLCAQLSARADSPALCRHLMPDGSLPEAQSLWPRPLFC
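qHTS format. ASM enzyme prepared from human placenta hydrolyses the fluorogenic substrate HMU-PC0 (9 uM final) over 60 min at 37 °C after a 10 min compound preincubation.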
TCR activator: Activators of T cell receptors: qHTS campaign | primary human leukocytes, anti-CD3, IL-2 HTRF, 48 h | Potency, µM (series often up to 9.22 µM), inactives show top-dose activation of IL-2 secretion, most hits filed as activators | 330,000 tested, under 10 active; also: % of control where 0% means no effect
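Primary human leukocytes receive a-CD3 beads and test compound and are incubated 48 hr. Secreted IL-2 is then assayed by HTRF, measuring 665nm acceptor emission after 320nm excitation of the europium donor.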
a7 integrin act: qHTS for Activators of Integrin-Mediated Alleviation for Muscular Dystrophy | alpha7betagal myoblasts, beta-gal FDG fluorescence, 48 h | Potency, µM (series often up to 38.3 µM), for the others: at the top dose activation, actives largely listed as activators | 350,000 tested, 0.064% active | AID 624291, 2012;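 also: potency is read from the fitted curve at half-maximal effect; 100% = response of the positive control SU9516; nearly all actives have a fitted effect of over 60% in size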
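alpha7betagal+/- myoblasts (passage 13, 250/well) treated 48 h at 37C with compounds at 1:260 dilution of DMSO stock. Lysed, then beta-galactosidase activity read as FDG fluorescence (ex 480/em 540) after 30 min, with pre-read for autofluorescence.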
TSHR antag: Antagonists of the Thyroid Stimulating Hormone Receptor: HTS campaign; 330,000 tested, 0.2% active; Thyrotropin receptor (Homo sapiens), P16473; TSHR-expressing cells, TSH-stimulated cAMP HTRF, 2 h; stronger effect = lower value; activity change, negative = inhibition, % at 11.5 µM;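 active = activity change below a set negative limit, meaning inhibition stronger than a set level, cut at about -70% in these data; inconclusive = activity change between two set negative limits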; also: % is scaled to controls: 0 for no effect and ±100 for the full control effect
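Competitive HTRF cAMP read-out (cryptate anti-cAMP antibody, cAMP-d2; 30 min, room temperature) in freshly harvested TSHR cells. Compounds added before TSH at EC80 (4nM final), followed by 2 hours' incubation at 37 deg C.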
ELG1 repair inh: qHTS screen for small molecules that inhibit ELG1-dependent DNA repair in human embryonic kidney (HEK293T) cells expressing luciferase-tagged ELG1; Potency, µM (highest dose often 46.1 µM), for the others: at the highest dose activity change, negative = inhibition, hits mostly inhibitors; 330,000 tested, 2.3% active; AID 504467, 2011; HEK293T ELG1-luciferase reporter, luminescence, 16 h; DNA damage induced by 5-fluorouridine; also: potency is read from the fitted curve at half-maximal effect; % is scaled to controls: 0 for no effect and ±100 for the full control effect; nearly all actives have a fitted effect of over 55% in size
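Overnight (16 hr) co-exposure of 2,000 cells/well to 5-fluorouridine and compound at 37 °C preceded detection. Luciferase was quantified via ONE-Glo luminescence; loss of signal denotes inhibition.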
PTAP TSG101 blk: qHTS Assay for Iinhibitors of HIV-1 Budding by Blocking the Interaction of PTAP/TSG101; Tumor susceptibility gene 101 protein (Homo sapiens), Q99816; Fluorescence polarization, FITC-PTAP peptide / Tsg101 binding; Potency, µM (highest dose often 115 µM), without a hit: at the highest dose activity change, negative = inhibition, hits mostly inhibitors; 340,000 tested, under 10 active; AID 493005, 2010; active = well fitted inhibition curve with a large enough effect in the main read-out, with a control signal flat, not every such curve was filed as active; inconclusive = small, poorly fitted or top-dose-only effect, or effect the other way, or a change in a side signal; inactive = no such curve, though single readings can be large or run the other way; also: potency is read from the fitted curve at half-maximal effect; % of control where 0% means no effect
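Steps: Tsg101 binding domain dispensed (10 uM final), compounds pinned in DMSO, FITC-labeled PTAP-motif peptide added (50 nM final); after 20 min binding at room temperature, polarization measured.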
Tb PFK block: qHTS Assay to Find Inhibitors of T. brucei phosphofructokinase | ATP-dependent 6-phosphofructokinase (Trypanosoma brucei brucei), O15648 | T. brucei PFK, ADP-Glo luminescence | Potency, µM (highest dose often 57.5 µM), for the others: top-dose activity, negative = inhibition, most hits filed as inhibitors | 330,000 tested, 0.17% active | AID 485367, 2010;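 also: potency is read from the fitted curve at half-maximal effect; 0% = uninhibited 1x PFK enzyme wells and -100% = no-enzyme wells; nearly all actives have a fitted effect of over 60% in size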
Target sequence (O15648 whole entry, looked up): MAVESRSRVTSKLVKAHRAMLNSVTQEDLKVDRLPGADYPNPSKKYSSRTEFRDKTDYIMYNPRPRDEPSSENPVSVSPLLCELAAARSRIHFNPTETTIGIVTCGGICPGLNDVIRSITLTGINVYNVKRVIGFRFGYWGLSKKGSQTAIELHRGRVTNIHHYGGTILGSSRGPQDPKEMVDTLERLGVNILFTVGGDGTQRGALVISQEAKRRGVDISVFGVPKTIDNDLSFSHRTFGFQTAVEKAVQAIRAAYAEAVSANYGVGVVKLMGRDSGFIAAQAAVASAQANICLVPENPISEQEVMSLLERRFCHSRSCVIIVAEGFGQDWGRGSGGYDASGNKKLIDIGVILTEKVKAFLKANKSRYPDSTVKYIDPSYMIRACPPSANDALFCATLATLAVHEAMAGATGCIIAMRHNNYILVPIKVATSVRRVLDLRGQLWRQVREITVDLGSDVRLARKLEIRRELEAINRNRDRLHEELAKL
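1.25 nM PFK with 0.5 mM F6P and 0.1 mM ATP in 0.1 M TEA pH 8.0, 5 mM MgCl2, incubated 45 min at room temperature; ADP measured by ADP-Glo luminescence; compounds titrated up to 57 uM.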
A-T KAP1 phos: qHTS Assay for Identifying a Potential Treatment of Ataxia-Telangiectasia. […] A-T fibroblasts, KAP-1 phosphorylation AlphaLISA; neocarzinostatin DNA damage 30 min before lysis. Potency, µM (highest dose often 57.5 µM), for inactives: at the top dose activation, usual class: activators. 320,000 tested, 0.19% active; also: potency is read from the fitted curve at half-maximal effect; % of control where 0% means no effect; nearly all actives have a fitted effect of over 45% in size
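hTERT-immortalized A-T patient fibroblasts ([…]), 500 cells/well in OPTI-MEM, 1% FBS, got compounds for 60 min, then NCS for 30 min at 37C. Lysates were then assayed for phospho-KAP-1 by AlphaLISA (anti-pKAP1 donor, anti-KAP1 acceptor beads), 6 hr at 25C.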
Numbers without * were called inactive; u = inconclusive; x = no result given; [ ] = dose if it differs, or a comment. Unless noted, calls follow the shape of the dose curve; as a rule, active = well fitted curve in the direction sought with a large enough effect; inconclusive = small, poorly fitted or top-dose-only effect, or another doubt; inactive = no such curve, though single readings can be large; an effect the other way counts as inactive or inconclusive.

SMILES	BCR signal inh	Mito fusion act	Eya2 inh	ASM inhibitor	TCR activator	a7 integrin act	TSHR antag	ELG1 repair inh	PTAP TSG101 blk	Tb PFK block	A-T KAP1 phos
COc1cc(-c2nc(-c3ccccc3)c(-c3cc([N+](=O)[O-])ccc3C)[nH]2)cc(OC)c1OC	u	4%	-9%	-21%	-2%[46.1 µM]	25%	-15	7.3µM*	-6%	1%	-10%
COc1ccc(Br)cc1CN(C)C(=O)C1CC(=O)N(C2CCCC2)C1 (configuration not stated)	-1%	x	9%	-2%	-5%[46.1 µM]	12%	-3	-5%	2%	0%	1%
O=[N+]([O-])c1ccc(Sc2cccc3cccnc23)c([N+](=O)[O-])c1	u	5%	16%	-11%	3%	u	1	u	2%	-5%	11%
Cc1ccc(C(=O)OCC(=O)Nc2nc(-c3ccccc3)cs2)cc1NC(=O)c1ccco1	5%	-6%	-21%	u	-16%	19%	-30	u	-3%	0%	-1%
O=C(COc1nncc2ccccc12)Nc1ccc(Br)cc1F	-7%	18%	1%	3%	2%	14%	7	6%	-1%	-2%	1%
CC(C)CCN1CCNC(=O)C1CC(=O)N(C)CCCN1CCOCC1 (configuration not stated)	-4%	1%	-6%	3%	4%	-14%	8	7%	x	-15%	-2%
COc1ccc(C2CC(=O)c3cnc(Nc4cc(C)cc(C)c4)nc3C2)cc1 (configuration not stated)	13%	-4%	3%	-4%	3%	-25%	-40	-23%	-3%	-2%	-1%
CC1CC(C)CN(S(=O)(=O)c2ccc(NC(=O)CCNC(=O)c3ccc([N+](=O)[O-])cc3)cc2)C1 (configuration not stated)	-5%	1%	6%	0%	3%	-22%	-14	21%	0%	-1%	-9%
CCn1cnc2cc(NC(=O)c3ccc(C)cc3)ccc21	u	2%	1%	4%	1%	-1%	11	u	0%	0%	1%
Cc1scc(C(=O)NNC(=S)NCC(C)C)c1C	-18%	-7%	-2%	4%	2%[46.1 µM]	29%	3	11%	-9%	-8%	0%
CC12CN3CC(C)(CN(C1)C3c1ccc(Cl)cc1)C2 (configuration not stated)	-11%	-3%	-9%	-2%	3%	22%	4	u	-3%	-4%	4%
O=[N+]([O-])c1ccc(Sc2nnnn2-c2ccccc2)nc1	u	0%	17%	2%	2%	-62%[inhibitor]	14	u	-3%	-8%	0%
Cc1ccc(SCC(=O)NC(=O)NCCC(C)C)c(C)c1	2%	-9%	-12%	-2%	5%	u	-3	-5%	-4%	-1%	5%
N#CCOC(=O)c1cc(S(=O)(=O)N2CCCCC2)ccc1N1CCOCC1	-6%	0%	6%	3%	-4%	2%	-3	16%	-7%	-4%	2%
Cc1ccnc(NC(=O)COC(=O)C23CC4CC(CC(C4)C2)C3)n1	-3%	7%	-4%	6%	-1%	12%	0	4%	-4%	-3%	3%
CC(C)C(=O)N1CCN(c2c(Cl)cccc2[N+](=O)[O-])CC1	1%	3%	-4%	0%	2%	4%	-1	-24%	-2%	-7%	-5%
N#Cc1nc(-c2ccc(Cl)cc2)oc1NCCc1ccccn1	u	2%	-5%	7%	-28%	24%	-4	u	-1%	-4%	1%
Cc1nc(SCC(=O)c2ccc(F)cc2)c([N+](=O)[O-])[nH]1	u	1%	-1%	-4%	4%	-29%	22	0%	-4%	3%	-6%
Cc1cccc(NC(=O)CCNS(=O)(=O)c2cccc3nsnc23)c1	-20%	-1%	10%	4%	7%	19%	-13	-11%	4%	-1%	6%
Cc1cc2nc(C)c(Cc3ccccc3)c(=O)n2[nH]1	2%	3%	-4%	0%	5%	8%	-1	-2%	-1%	-7%	4%
CCOc1ccccc1NC(=O)CCNC(=O)Cn1ccc2ccccc2c1=O	-10%	0%	5%	1%	-7%	1%	3	13%	1%	10%	-3%
CSc1nsc(NC(=O)Cc2ccccc2)n1	u	-24%	-27%	-2%	-10%	-19%	-16	u	-3%	-9%	x
Cc1ccccc1OCCn1c(CCNC(=O)C(C)C)nc2ccccc21	u	-3%	-1%	3%	-2%[46.1 µM]	-18%	7	13%	-3%	-2%	0%
C=CCNC(=O)c1onc(CSc2cc(C)ccc2C)c1C(=O)O	u	2%	15%	13%	12%	-16%	-1	-2%	1%	1%	5%
c1ccc(N2CCN(c3cnc4ccccc4n3)CC2)cc1	u	6%	-16%	-7%	0%	-2%	-15	u	-13%	-3%	3%

Later entries
SMILES	BCR signal inh	Mito fusion act	Eya2 inh	ASM inhibitor	TCR activator	a7 integrin act	TSHR antag	ELG1 repair inh	PTAP TSG101 blk	Tb PFK block	A-T KAP1 phos
Cc1[nH]c2ccccc2c1C(=O)C(C)Sc1nnc(C2CC2)o1 (configuration not stated)	0%	4%	-9%	-1%	-6%	-23%	-26	9%	-3%	0%	u
Cc1ccc(C)c(N2CCN(C(=O)CCc3nc(-c4ccccc4Br)no3)CC2)c1	-1%	x	-1%	5%	4%[46.1 µM]	0%	-15	11%	-3%	-2%	-2%
Cc1nc(SCc2nc3c(O)cccc3[nH]2)c2oc3ccccc3c2n1	u	x	-1%	-6%	5%	x	18	-18%	-5%	0%	12%
O=C(COC(=O)c1cc(=O)[nH]c2ccccc12)NCc1cccc(Cl)c1	-1%	2%	-6%	1%	1%	13%	8	9%	-3%	-12%	4%
CC(=O)c1cc(C#N)c(NCc2cc(-c3ccccc3)no2)nc1C	u	-2%	7%	-6%	-7%	0%	-4	2%	1%	-1%	-1%
COc1ccc(NC(=O)NC2CCN(C(C)C)CC2)c(OC)c1	0%	-2%	-15%	-1%	x	-9%[7.66 µM]	6	13%	-1%	-3%	-2%
CCc1ccc[n+](-c2nc([O-])sc2C=O)c1	-1%	-6%	-16%	-2%	-3%	49%	-7	3%	-1%	3%	4%
CSc1nc(-c2ccccc2)cc(C)c1C#N	1%	0%	-3%	-8%	-6%	3%	-5	u	-3%	-3%	16%
CCn1c(=O)cc(N2CCCCC2)[nH]c1=O	-2%	1%	3%	7%	-5%	21%	3	20%	-7%	0%	1%

Looked up by structure from the entries so far (five):
SMILES	BCR signal inh	Mito fusion act	Eya2 inh	ASM inhibitor	TCR activator	a7 integrin act	TSHR antag	ELG1 repair inh	PTAP TSG101 blk	Tb PFK block	A-T KAP1 phos
Cc1nc(SCc2nc3c(O)cccc3[nH]2)c2oc3ccccc3c2n1	u	x	-1%	-6%	5%	x	18	-18%	-5%	0%	12%
CC(=O)c1cc(C#N)c(NCc2cc(-c3ccccc3)no2)nc1C	u	-2%	7%	-6%	-7%	0%	-4	2%	1%	-1%	-1%
CCn1c(=O)cc(N2CCCCC2)[nH]c1=O	-2%	1%	3%	7%	-5%	21%	3	20%	-7%	0%	1%
COc1ccc(NC(=O)NC2CCN(C(C)C)CC2)c(OC)c1	0%	-2%	-15%	-1%	x	-9%[7.66 µM]	6	13%	-1%	-3%	-2%
Cc1ccc(C)c(N2CCN(C(=O)CCc3nc(-c4ccccc4Br)no3)CC2)c1	-1%	x	-1%	5%	4%[46.1 µM]	0%	-15	11%	-3%	-2%	-2%
